Source: PubChem BioAssay (several laboratories)
GDH-TPI counter – GDH-TPI coupled enzyme inhibition counter-screen. GDH-TPI coupled enzyme counterscreen, NADH absorbance. 1.2% of 360,000 active. AID 588335. inhibition, % at 4.8 µM; in the data active means inhibition above about 30%;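 further: 0% = DMSO wells and 100% = wells lacking the enzyme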
TcdB GH inh – blocks C. difficile toxin B glycohydrolase activity | inhibition, % at 9.99 µM | P18177 | 0.24% of 350,000 active | TcdB glycohydrolase enzymatic assay, plate reader | AID 652162; in the data active means inhibition above about 10%
Mtb UGM inh – inhibitors of M. tuberculosis UDP-galactopyranose mutase | purified UGM, fluorescence polarization probe displacement | P9WIQ1 | 0.06% of 320,000 active | inhibition, % at 10 µM; in the data active means inhibition above about 10%, passing the limit was not always enough; inconclusive means no clear call, values can overlap the other calls
Target sequence (P9WIQ1 whole entry, looked up): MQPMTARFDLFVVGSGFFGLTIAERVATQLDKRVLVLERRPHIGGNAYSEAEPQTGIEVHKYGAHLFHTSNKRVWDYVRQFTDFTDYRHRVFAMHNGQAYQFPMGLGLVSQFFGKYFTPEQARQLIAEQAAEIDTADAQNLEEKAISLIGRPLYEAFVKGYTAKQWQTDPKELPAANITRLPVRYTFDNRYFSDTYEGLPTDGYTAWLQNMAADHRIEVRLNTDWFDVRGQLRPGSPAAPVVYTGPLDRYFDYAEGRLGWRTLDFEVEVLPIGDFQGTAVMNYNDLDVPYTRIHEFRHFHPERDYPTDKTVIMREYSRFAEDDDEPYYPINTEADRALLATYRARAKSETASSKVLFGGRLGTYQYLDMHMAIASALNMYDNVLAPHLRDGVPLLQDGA
PfHsp40 rescue – rescue of PfHsp40-mediated yeast toxicity. S. cerevisiae expressing PfHsp40, growth rescue, ATP luminescence. growth rescue, % at 12.5 µM. 0.68% of 340,000 active; in the data active means growth rescue above about 28%, passing the limit was not always enough; inconclusive means no clear call, values can overlap the other calls;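 further: yeast W303a lacking pdr1 and pdr3 grown in galactose medium; growth measured after three days at 30 °C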
BioA inh – BioA (M. tuberculosis) enzyme inhibition; purified M. tuberculosis BioA enzyme, plate reader; inhibition, % at 9.99 µM; 0.096% of 360,000 active; in the data active means inhibition above about 40%; inconclusive means no clear call, values can overlap the other calls
BH1578 lux ind – induces V. cholerae light production without autoinducers | AID 588436 | 0.16% of 350,000 active | V. cholerae BH1578 lux reporter, luminescence, 6 h | activation, % at 18.7 µM; in the data active means activation mostly above about 9.7%, no sharp cut-off; inconclusive means no clear call, values can overlap the other calls; inactive means mostly below about 3.7%; further: not every result past the cut was called active; inactives centre near 0; reference of the scale not given here
FadD28 binding – inhibitors of Mycobacterium tuberculosis FadD28 bisubstrate binding. FadD28 bisubstrate probe binding, fluorescence polarization. inhibition, % at 12.5 µM. 0.22% of 360,000 active. AID 588549; in the data active means inhibition above about 8.5%, passing the limit was not always enough; inconclusive means no clear call, values can overlap the other calls
FBA Mtb inh – inhibitors of M. tuberculosis fructose-bisphosphate aldolase. P9WQA3. purified M. tuberculosis FBA, fluorescence read-out. inhibition, % at 1 µM. 2.3% of 360,000 active. AID 588726; in the data active means inhibition above about 27%;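 further: 0% = vehicle and 100% = reference inhibitor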
Target sequence (P9WQA3 whole entry, looked up): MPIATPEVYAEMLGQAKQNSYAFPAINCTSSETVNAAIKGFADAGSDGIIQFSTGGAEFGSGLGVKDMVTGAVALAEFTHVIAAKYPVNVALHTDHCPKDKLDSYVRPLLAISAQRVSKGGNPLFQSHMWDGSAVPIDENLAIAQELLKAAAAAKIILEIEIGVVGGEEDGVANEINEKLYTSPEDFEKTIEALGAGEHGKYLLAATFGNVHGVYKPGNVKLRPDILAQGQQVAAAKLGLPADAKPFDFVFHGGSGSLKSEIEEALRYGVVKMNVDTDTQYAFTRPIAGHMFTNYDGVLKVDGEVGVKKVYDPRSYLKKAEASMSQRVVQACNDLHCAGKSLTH
Y pestis TopoI – blocks Yersinia pestis topoisomerase I activity | Y. pestis Topo-I cleavage product accumulation, plate reader | activity, % at 10 µM | 0.064% of 360,000 active | AID 504884; in the data active means activity above about 50%, passing the limit was not always enough; inconclusive means no clear call, values can overlap the other calls; further: inactives centre near 2
Numbers without * were called inactive; i = inactive; u = inconclusive; x = no result given. Random draw from the library; overall some 4.6% were active at least once.

SMILES	GDH-TPI counter	TcdB GH inh	Mtb UGM inh	PfHsp40 rescue	BioA inh	BH1578 lux ind	FadD28 binding	FBA Mtb inh	Y pestis TopoI
CN(C)CCNC(=O)C1(O)c2cc(Br)ccc2NC(=O)N1c1ccc(Cl)cc1 (configuration not stated)	-8	1.3	-0.9	-0.1	-0.7	i	0.2	2	3
Cc1c(OCC(=O)NCCN2CCOCC2)ccc2c1oc(=O)c1ccccc12	14	2.0	0.9	-0.1	3.1	-0.2	-5.1	124*	3
CCc1cccc(C)c1NC(=O)CSc1nc2ccncc2[nH]1	-4	0.5	0.6	-0.5	0.8	i	-2.8	1	3
O=C(OCc1ccccc1)c1cn(-c2ccccc2)nc1-c1ccncc1	-6	x	1.3	104*	x	-0.3	0.5	3	32
Cc1cccc(Nc2sc(C(=O)c3cc4cc(Cl)ccc4o3)c(N)c2C#N)c1	-5	1.4	1.1	-0.9	-2.7	i	-0.2	-1	-5
CCN(c1ccccc1)S(=O)(=O)c1ccc(Cl)c(C(=O)O)c1	2	0.6	-0.3	-0.3	1.0	-0.2	-3.8	-3	-1
COc1ccc([N+](=O)[O-])cc1/C=N/NC(=O)c1nonc1N	12	0.8	1.9	0.0	-1.0	-0.3	-0.7	1	3
NS(=O)(=O)c1ccc(NC(=O)CN2CCCC2)cc1	-6	5.2	2.0	-1.8	-2.3	-0.5	-0.8	1	3
O=C(CCNS(=O)(=O)c1cccs1)N1CCN(c2cccc(Cl)c2)CC1	-7	0.9	-1.4	6.4	-0.1	-0.8	-3.5	-8	12
COc1ccc(-c2nn(-c3ccccc3)cc2/C=N/N=C(N)N)cc1OC	-1	x	-0.8	0.6	x	-0.2	-13	-1	5
CCOc1ccc2[nH]c(C(=O)N/N=C/c3ccccc3OC)cc2c1	22	2.2	-0.6	0.8	-0.9	i	-2.4	6	0
CCOC(=O)C1=C(C)N(CCCC(=O)O)C(=O)NC1c1ccc([N+](=O)[O-])cc1 (configuration not stated)	0	-0.1	-0.3	-0.4	-1.0	i	0.2	1	-6
O=C(/C=C/CCc1ccc2c(c1)OCO2)N1CCCCC1	0	0.4	x	-0.3	0.3	-0.5	-2.1	0	16
O=C(CCCOc1ccccc1)Nc1cccnc1	3	x	-0.1	0.1	4.9	i	-3.6	3	10
COc1cc(/C=C2\C(=O)NN(c3ccccc3)C2=O)cc([N+](=O)[O-])c1O	16	-8.8	1.6	-0.4	x	i	6.2	-8	5
O=C(Nc1c2c(nc3ccccc13)CCCC2)c1ccccc1F	8	-1.1	0.5	2.1	0.3	1.7	-1.5	3	-2
COc1cc(NC(=O)c2ccc3c(c2)S(=O)(=O)N=C2CCCCCN23)cc(OC)c1	-1	-0.5	-2.3	-1.4	-0.2	i	-3.2	4	-8
O=C1CS(=O)(=O)c2ccccc2N1	4	-1.0	1.7	-1.1	-1.0	-0.9	-0.3	0	-4
O=C1C(=O)N(c2ccccn2)C(c2ccc(F)cc2)/C1=C(/O)c1ccc(Br)cc1 (configuration not stated)	-8	0.4	1.8	-1.8	-1.0	-0.4	-4.0	0	-3
Nc1ccccc1Nc1cc(-c2ccccc2)nn1-c1cccc(Cl)c1	-5	-0.5	-3.5	-1.0	x	-0.2	-2.2	-5	-9
CC1(C(=O)Nc2cccc(OC(F)(F)F)c2)Cc2c(-c3ccc4c(c3)OCO4)ccnc2O1 (configuration not stated)	14	1.7	x	x	-1.9	-0.9	-3.8	12	1
COc1ccc(Nc2ncnc3c2c(C)c(C)n3CCO)cc1	4	0.9	2.1	1.2	x	-1.5	-2.9	-5	-3
O=C(NCc1ccccc1)C(c1ccc(F)cc1)N(C(=O)c1csnn1)C1CCCC1 (configuration not stated)	11	-1.4	-0.1	0.5	0.9	i	0.1	2	2
COc1ccc(CC(=O)Nc2c(C(=O)N3CCN(c4ccccc4OC)CC3)oc3ccccc23)cc1OC	2	-0.2	-3.3	1.4	-5.1	-0.4	-0.1	3	18
CCOc1ccc(OCC)c(NC(=O)CCS(=O)(=O)c2ccc(Br)s2)c1	3	x	-0.4	-0.2	-1.0	2.1	-2.3	-1	5
O=C1CN=C(c2ccccc2)c2c(sc3c2CCCC3)N1	-5	2.5	-3.6	-0.3	2.8	i	-2.0	3	10
COc1cc(Cl)c(C)cc1NC(=O)CC1SC(N2CCOCC2)=NC1=O (configuration not stated)	8	1.1	1.4	-0.1	-0.6	i	-2.5	1	-2
NC(=O)C1CCN(c2nc(-c3cc4ccccc4o3)cs2)CC1	9	-0.3	1.3	-0.8	-0.6	0.5	-1.1	0	8
CN(C)c1ccc(NC(=O)C(=O)C2C(=O)Nc3ccccc32)cc1 (configuration not stated)	14	-0.5	2.2	-0.1	-0.6	-3.7	1.0	0	4
CC(C)C(=O)Nc1cccc(C(=O)Nc2nnc(C(C)C)s2)c1	3	x	1.7	0.8	-2.6	1.1	-0.4	-1	-6
COc1cccc(C2c3cc4c(cc3OC(C)(N3CCCC3)C2C)OCO4)c1O (configuration not stated)	5	0.6	x	-0.2	x	i	0.9	4	-3
CCN(CC)C(=O)/C(NC(=O)c1ccccc1)=C(/Sc1ncccn1)c1ccccc1	2	x	3.0	-1.1	-2.2	1.4	-2.4	0	4
C[N+](C)(C)CCc1ccc(O)cc1	-5	1.9	1.4	-1.4	0.0	-0.5	-3.3	0	2
CCO[C@@H]1OC(C(=O)N2CCN(Cc3ccccc3)CC2)=C[C@H](c2ccc(C(F)(F)F)cc2)[C@H]1CCCO	18	1.2	1.5	0.4	-1.1	-0.6	-2.8	4	-5
CCc1cc(C(=O)O)c(NC(=O)C(c2ccccc2)c2ccccc2)s1	-9	x	-1.7	0.9	1.8	-0.1	u	0	-7
COc1cc(CNC(=O)c2cc(-c3cc(OC)ccc3Cl)n[nH]2)cc(OC)c1	13	1.6	x	x	-0.2	-4.5	-1.6	4	14
CC(=O)c1c(C)[nH]c(C(=O)NCc2cccs2)c1C	3	x	0.9	-2.0	2.2	0.9	-1.6	-2	1
CCOc1ccc2nc(NC(=O)CSc3nc(-c4ccccc4)c(C#N)c(=O)[nH]3)sc2c1	2	-2.6	x	0.7	x	-0.4	-0.7	2	14
CN(C(=O)c1cccc(NC(=O)Cc2cccc(NC(=O)C3CCN(C(=O)C4CCC4)CC3)c2)c1)C1CC1	11	-0.3	x	-0.7	0.3	-2.0	-4.0	-3	14
COc1ccc(-c2cc(C(=O)N/N=C/c3ccc4c(c3)OCO4)c3ccccc3n2)c(OC)c1	19	x	-0.3	0.8	-1.1	10	-3.1	5	2

Part of the list above in order of formula weight, largest number first.
SMILES	GDH-TPI counter	TcdB GH inh	Mtb UGM inh	PfHsp40 rescue	BioA inh	BH1578 lux ind	FadD28 binding	FBA Mtb inh	Y pestis TopoI
CCO[C@@H]1OC(C(=O)N2CCN(Cc3ccccc3)CC2)=C[C@H](c2ccc(C(F)(F)F)cc2)[C@H]1CCCO	18	1.2	1.5	0.4	-1.1	-0.6	-2.8	4	-5
CC1(C(=O)Nc2cccc(OC(F)(F)F)c2)Cc2c(-c3ccc4c(c3)OCO4)ccnc2O1 (configuration not stated)	14	1.7	x	x	-1.9	-0.9	-3.8	12	1
CC(C)C(=O)Nc1cccc(C(=O)Nc2nnc(C(C)C)s2)c1	3	x	1.7	0.8	-2.6	1.1	-0.4	-1	-6
CN(C)c1ccc(NC(=O)C(=O)C2C(=O)Nc3ccccc32)cc1 (configuration not stated)	14	-0.5	2.2	-0.1	-0.6	-3.7	1.0	0	4
O=C1CN=C(c2ccccc2)c2c(sc3c2CCCC3)N1	-5	2.5	-3.6	-0.3	2.8	i	-2.0	3	10

Remaining list, next part
SMILES	GDH-TPI counter	TcdB GH inh	Mtb UGM inh	PfHsp40 rescue	BioA inh	BH1578 lux ind	FadD28 binding	FBA Mtb inh	Y pestis TopoI
COc1ccccc1CNC(=O)COC(=O)CCN=C1NS(=O)(=O)c2ccccc21	8	-1.1	-2.0	1.0	1.8	i	-3.1	1	1
CCCn1c(SCC(=O)N2CCc3ccccc32)nnc1-c1ccco1	-3	x	-0.2	-1.5	0.3	i	-3.2	5	-2
CCOC(=O)C1CCN(Cc2nc3ccc([N+](=O)[O-])cc3c(=O)n2-c2ccc(OC)cc2OC)CC1	20	2.0	2.1	3.4	x	-0.3	-3.2	-3	0
Cc1onc(-c2ccccc2)c1C(=O)Nc1nc(-c2ccccc2)cs1	8	x	1.0	-2.3	-1.8	i	-0.6	-2	-8
CN(c1ccccc1)c1ccc([N+](=O)[O-])c2nonc12	4	1.8	0.0	1.0	6.4	-0.6	-2.0	-6	-5
CCCCc1nc(NCCN2CCOCC2)c(C#N)c2c1COC(C)(C)C2	25	x	1.7	-0.3	-0.2	-0.3	-2.2	7	-3
CCN(CC)C(=O)c1ccc(CS(=O)(=O)c2ccc(Br)cc2)cc1	-4	-0.5	1.0	0.7	-1.9	0.0	-0.8	1	4
O=C(O)C(Cc1ccccc1)N1C(=O)C2CCCCC2C1=O (configuration not stated)	2	0.6	-1.0	0.3	x	i	1.6	6	5
Cc1cc(Cl)ccc1NC(=S)NCC(C)C	4	0.6	1.7	0.1	x	i	0.5	-3	3
CC(=O)c1cccc(NC(=O)COC(=O)CC2CC3CCC2C3)c1 (configuration not stated)	18	6.4	3.2	2.5	0.2	i	1.2	-3	7
COC(=O)[C@H](CC(C)C)NS(=O)(=O)N(Cc1ccccc1)[C@@H](CC(C)C)C(=O)OC	4	2.8	0.1	3.7	4.6	-0.7	-2.1	1	19
COc1ccccc1CCNC(=O)CSc1ccc(-c2cccs2)nn1	7	1.4	0.8	1.7	x	i	-2.1	1	-2
Cc1cc(=O)[nH]c(SCC(=O)NN(c2ccccc2)c2ccccc2)n1	6	0.3	0.7	1.5	-1.3	-0.2	0.1	-1	0
COc1ccc(C(C(=O)NCC2CCCO2)N(C(=O)CNC(=O)c2ccco2)c2ccc(C)c(C)c2)cc1OC (configuration not stated)	-12	1.2	0.8	0.9	1.1	-0.3	-3.2	0	10
CCCOc1ccc(N2CC(C(=O)Nc3ccc(N4CCOCC4)cc3)CC2=O)cc1 (configuration not stated)	-14	x	-0.7	0.0	-0.7	-0.9	-4.4	0	-2
COc1ccc(NC(=O)CSc2c(C)nn(-c3nnc(C)c(=O)[nH]3)c2C)cc1	-4	x	0.3	-1.2	0.6	-0.2	-4.2	1	3
Cc1cc(NC(=O)CSc2nc3c(sc4ccccc43)c(=O)n2CCCN2CCOCC2)n[nH]1	21	x	-1.3	-0.6	-3.0	-0.3	-2.2	1	6
CC(Cc1ccccc1)Nc1ncnc2c1ncn2C1OC(CO)C(O)C1O (configuration not stated)	-11	1.7	-1.8	-1.0	0.1	-3.8	-2.7	2	-3
O=C(NCCCCCCCN1CCCCCCC1)C(C1CCCCC1)C1CCCCC1	13	0.7	x	-2.8	x	i	-5.7	4	4
Cc1ccc(CN(c2ccc(C(=O)N3CCOCC3)cc2)S(C)(=O)=O)cc1	4	x	1.3	-0.3	-0.8	3.4	-3.3	0	4
O=[N+]([O-])c1ccccc1/C=C/c1ccc2ccccc2n1	14	1.2	1.5	2.4	-1.1	i	-1.8	4	-15
Cc1ccccc1NC(=O)C(C)Sc1nnc(CN2CCCC2)n1Cc1ccccc1 (configuration not stated)	8	-0.3	x	x	x	i	-1.9	-2	13
COc1cccc(N(CC(=O)N2CCOCC2)S(C)(=O)=O)c1	3	-0.3	4.3	16	-1.6	-0.6	-0.7	1	0
COc1ccccc1CNC(=O)c1cc(-c2ccc(F)cc2OC)n[nH]1	-1	-0.2	x	x	0.6	-0.4	-3.4	-2	11
C/C(CC(=O)Nc1ccc(N(C)C)cc1)=N\NC(=O)c1ccncc1	1	-9.2	3.4	-0.1	x	-0.4	-1.7	-1	8
O=S(=O)(NCc1ccccc1Cl)c1ccc(-n2cnnn2)cc1	-7	0.6	-0.5	0.0	0.8	i	-4.1	-5	-7
COCCNC(=O)/C(C#N)=C/c1cccs1	48*	1.4	-0.8	-0.9	-2.8	i	-0.7	0	0
COc1cc(/C=N\NC(=O)c2ccc(-c3ccccc3)cc2)cc(OC)c1O	26	0.4	-1.4	0.6	0.2	-4.5	-31	-2	19
COc1ccc(S(=O)(=O)Nc2ccc(S(=O)(=O)N3CCCCC3)cc2)cc1OC	1	x	2.0	0.4	-4.2	-6.0	-2.9	2	-3
